Screens (PubChem)
PfGluPho inh = PfG6PD (Plasmodium falciparum) enzyme inhibition; PfGluPho enzyme, NADPH resazurin-diaphorase fluorescence; inhibition, % at 20 µM; 0.78% of 350,000 active;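 active means inhibition reaching at least a set limit at 20 µM in the primary screen, cut at about 59% in these data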;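 further: 0% = DMSO wells with substrate and 100% = DMSO wells lacking glucose-6-phosphate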
hIAP act = human IAP activation. 0.16% of 330,000 active. AID 2524. P09923. activation factor at 10 µM. purified human IAP, CDP-Star luminescence, 30 min; active compounds read high; 1 = vehicle-only enzyme, 0 = enzyme-free background;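 active means activation factor of the enzyme at least 2-fold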; further: the source names both 10 and 20 µM as test concentration; values of inactives mirror those of a sister screen read the other way
MPTP block = blocks calcium-induced mitochondrial swelling; isolated mouse mitochondria, Ca2+ swelling absorbance, 30 min; inhibition, % at 10 µM; 1.4% of 360,000 active;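 active means inhibition of 50% or more, scaled per plate between neutral and stimulator controls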;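 further: 0% = DMSO wells given calcium and 100% = 1 mM EGTA wells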
SENP8 block = inhibitors of human SENP8 protease. Q96LD8. recombinant SENP8, Nedd8 substrate fluorescence. inhibition, % at 20 µM. 0.64% of 360,000 active. AID 602440; in the data active means inhibition mostly above about 40%, no sharp cut-off; inactive means mostly below about 27%
Target sequence (Q96LD8 whole entry, looked up): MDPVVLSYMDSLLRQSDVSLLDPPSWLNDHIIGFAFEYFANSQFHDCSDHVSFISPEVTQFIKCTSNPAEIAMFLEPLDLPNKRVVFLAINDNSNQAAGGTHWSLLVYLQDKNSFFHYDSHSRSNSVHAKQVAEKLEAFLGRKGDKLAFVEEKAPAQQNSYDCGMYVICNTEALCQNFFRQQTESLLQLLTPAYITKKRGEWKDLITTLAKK
ATG4B inhibitor = ATG4B (human) cysteine protease inhibition | Q9Y4P1 | ATG4B cleavage of LC3-PLA2, NBD-HPC fluorescence, 1 h | inhibition, % at 8.33 µM | 0.51% of 340,000 active | AID 504462; in the data active means inhibition above about 40%
SENP1 FRET inh = blocks the human SENP1 SUMO protease catalytic domain; inhibition, % at 10 µM; 0.21% of 360,000 active; Q9P0U3; recombinant SENP1 catalytic domain, CyPet-SUMO1-YPet FRET cleavage;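 active means inhibition at least 30% at 10 µM, raw YFP signal under a set limit, fluorescence ratio 0.5 to 1.5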;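 further: 0% = enzyme with DMSO and 100% = no enzyme wells; some results filed as inactive read as strong as hits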
Target sequence (Q9P0U3 419-644 limits assumed): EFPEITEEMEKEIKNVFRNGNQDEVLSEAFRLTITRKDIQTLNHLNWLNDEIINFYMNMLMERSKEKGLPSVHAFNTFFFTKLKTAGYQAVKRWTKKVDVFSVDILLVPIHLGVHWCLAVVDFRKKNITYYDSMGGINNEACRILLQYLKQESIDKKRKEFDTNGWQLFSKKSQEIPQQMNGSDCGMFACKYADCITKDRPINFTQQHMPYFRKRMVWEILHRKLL
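Material – human SENP1 catalytic domain · Input – SENP1 enzyme, 20 pM final · Compound dosing – single concentration of 10 µM compound, 0.5% DMSO final · Timing – enzyme reaction for 50 min at room temperature, dark · Measured by – FRET fluorescence in CFP and YFP emission channels · Control set – no-enzyme wells low, DMSO-plus-enzyme wells high control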
NR3A LBD binder = modulates the human NR3A ligand-binding domain. NR3A LBD differential scanning fluorimetry, Tm shift; 0% = protein alone, 100% = glycine-bound protein. Tm shift relative to glycine control, % at 25 µM. 2.5% of 340,000 active. AID 1259313;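 active means melting temperature shift of at least 10% of the positive control shift, at one fixed dose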
SENP6 block = blocks the human protease SENP6; 1.8% of 330,000 active; Recombinant SENP6 catalytic domain, aminoluciferin luminescence; Q9GZR1; inhibition, % at 10 µM;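 active means inhibition above about 50% at the single tested dose, limit read from the data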;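 further: plate controls were DMSO wells with enzyme for no effect and DMSO wells lacking enzyme for full effect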
Target sequence (Q9GZR1 628-1112 limits assumed): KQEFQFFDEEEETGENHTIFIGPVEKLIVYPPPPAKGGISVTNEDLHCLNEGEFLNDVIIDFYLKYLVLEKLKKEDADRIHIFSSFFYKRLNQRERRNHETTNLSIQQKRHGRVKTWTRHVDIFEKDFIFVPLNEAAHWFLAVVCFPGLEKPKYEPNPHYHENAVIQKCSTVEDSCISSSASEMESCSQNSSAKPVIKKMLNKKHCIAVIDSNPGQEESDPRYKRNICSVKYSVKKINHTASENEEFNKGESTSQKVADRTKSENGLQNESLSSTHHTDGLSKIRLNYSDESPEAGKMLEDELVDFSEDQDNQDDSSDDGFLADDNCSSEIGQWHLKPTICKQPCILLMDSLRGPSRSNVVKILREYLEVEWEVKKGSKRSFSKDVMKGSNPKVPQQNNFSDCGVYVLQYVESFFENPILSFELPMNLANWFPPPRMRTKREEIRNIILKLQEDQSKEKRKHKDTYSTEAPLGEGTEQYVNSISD
The depositor's hits bear a star; i = inactive; / = not tested or not shown.

Every second line gives: PfGluPho inh, hIAP act, MPTP block, SENP8 block, ATG4B inhibitor, SENP1 FRET inh, NR3A LBD binder, SENP6 block
Cc1cc(C)cc(NC(=O)CSc2nnc(-c3ccccc3)n2N)c1
    14, 0.97, 1.1, 10, -4, 0, 1, 15
O=C1C(c2ccc(F)cc2)N(Cc2ccc3c(c2)OCO3)C(=O)CN1C1CCCCCC1 (stereo not drawn)
    -6, 1, -0.9, 6, 0, 3, 0, 4
COc1ccc(C(CNC(=O)COc2cc(C)c(Cl)c(C)c2)N2CCCCC2)cc1 (stereo not drawn)
    18, 0.99, -0.4, 14, -9, 8, -1, 1
CC(OC(=O)c1cc2sccc2n1C)C(=O)NC(C)(C)C (stereo not drawn)
    4, 0.94, 0.0, 15, -1, 3, -1, 12
CC(=O)c1ccc(OCc2cc(C(=O)N(C)C(C)c3nccs3)no2)cc1 (stereo not drawn)
    -4, 0.77, -0.5, 13, 21, 2, -1, -7
O=C(CSc1nnc(-c2ccco2)o1)c1ccccc1Cl
    6, 1.1, 1.9, -2, 6, 0, -1, -7
Cc1noc(C)c1CSc1nc2ccccc2[nH]1
    8, 1.1, 0.6, 17, 4, 0, -8, -1
COc1ccc(-n2nnnc2SCC#CCO)cc1
    -7, 0.94, -0.4, 5, 1, 0, 0, 1
CC(=O)Nc1ccc(NC(=O)C(C)OC(=O)c2ccccc2NS(=O)(=O)c2cccs2)cc1 (stereo not drawn)
    52, 0.98, -0.7, -20, -4, 0, -1, 0
NC(=O)C1CCCN(C(=O)Nc2cccc3ccccc23)C1 (stereo not drawn)
    6, 1, 3.2, -433, 8, 1, 0, 13
COc1ccc(-c2nc3n(c2Br)CCC3)cc1
    10, 0.87, 4.1, 11, 3, 0, 0, 28
CCOC(=O)NC(=O)c1cn(Nc2ccccc2C(F)(F)F)c(=O)[nH]c1=O
    -6, 0.99, 0.1, 6, 4, 1, 1, -7
CCCS(=O)(=O)c1c(S(=O)(=O)CCC)c2ccc(C(N)=O)cn2c1C(=O)c1ccc(F)cc1
    1, 0.88, -0.1, -2, -6, -1, -1, 12
Cc1noc(NS(=O)(=O)c2ccc(NC(=O)C(F)(F)C(F)(F)C(F)(F)F)cc2)c1C
    -14, 1, 1.7, 24, -2, 1, -4, -19
Cc1cc(-c2ccc(Cl)cc2)n2ncnc2n1
    -11, 0.93, 0.4, -277, -4, 1, 1, -7

(more compounds)
Every second line gives: PfGluPho inh, hIAP act, MPTP block, SENP8 block, ATG4B inhibitor, SENP1 FRET inh, NR3A LBD binder, SENP6 block
COc1ccc(Cl)cc1C(=O)O/N=C(\N)c1ccccn1
    17, 1.1, -0.2, 20, -5, 0, 0, 15
CC(=O)Nc1ccccc1C(=O)C(=O)Nc1ccc(C)c(C)c1
    13, 1, 0.7, 12, -12, -1, -1, 2
COC(=O)c1ccccc1NC(=O)NCc1cccnc1
    -2, 0.9, 0.7, -93, -3, 3, -1, 6
CSc1cccc(NC(=S)N2CCC(N(C)C3CCCCC3)CC2)c1
    2, 1.1, 1.5, 22, 0, 2, 0, 11
CCOc1ccc(NC(=O)N(O)C2(C#N)CCCCC2)cc1
    4, /, 0.8, 33, -9, 0, 8, /
Cn1nc(-c2ccccc2)c(CO)c1Sc1ccccc1
    -10, 1.1, -1.7, 11, 4, 6, 1, -3
O=C(NNc1nc(-c2ccccc2)cs1)c1ccccc1
    -11, 1.3, 0.2, -25, 2, 3, -1, 24
CCS(=O)(=O)c1ccc(-c2cccc(NC(=O)COc3ccc(Cl)cc3)c2)nn1
    -20, 1.2, 0.1, 19, -4, 2, 1, -15
Cc1ccc2oc(-c3ccco3)cc(=O)c2c1
    4, 0.92, 1.9, -452, -3, 3, 0, -10
CNS(=O)(=O)c1cc(Nc2ncnc3sccc23)ccc1C
    21, 1.1, 0.1, -24, -15, -53, 1, 13
O=C(O)CCC(=O)Nc1ccccc1C(=O)NCCc1ccccc1
    -4, 1.2, -1.4, -20, 13, 2, 1, -24
Brc1cc(Br)c2nc(-c3ccc(N4CCOCC4)cc3)ccc2c1
    38, /, 1.5, -287, -13, -27, 5, /
CCOC(=O)C1CCN(C(=O)N(CC)CC)CC1
    -3, 1, 1.9, 21, 2, -2, 1, -11
Cc1cc(C)nc(NC(=O)COc2cc(Cl)cc(Cl)c2)n1
    19, 0.94, -3.0, 8, -3, -1, 5, -6
COc1ccccc1NC(=O)CCC(=O)OCc1ccc([N+](=O)[O-])cc1
    1, 1, -1.1, 27, 10, 1, 0, -11

The list continues.
Every second line gives: PfGluPho inh, hIAP act, MPTP block, SENP8 block, ATG4B inhibitor, SENP1 FRET inh, NR3A LBD binder, SENP6 block
CCOc1cc(Br)ccc1S(=O)(=O)N1CCC(C(N)=O)CC1
    4, 0.89, 2.1, 14, -1, 2, -16, 4
CCC(C)n1c(NC(=O)c2ccccc2)c(C#N)c2nc3ccccc3nc21 (stereo not drawn)
    22, 1.1, 2.6, i, 31, -23, 3, 90*
Cn1c(N)c(C(=O)CSc2nnc(C3CC3)n2-c2ccccc2)c(=O)[nH]c1=O
    -5, 1.2, -0.1, 9, 0, -4, 0, -6
Cc1ccc(S(=O)(=O)N/N=C/c2ccc(C#N)cc2)cc1
    0, 0.93, -0.1, 8, -7, 2, 4, 7
S=C(NCCCN1CCOCC1)N1CCN(c2nc(-c3ccccc3)cs2)CC1
    10, 0.96, 0.5, 15, -13, 0, 0, 3
COc1ccc(CCN2C(=NC(=O)C(C)C)SC3CS(=O)(=O)CC32)cc1OC (stereo not drawn)
    -4, 1.1, 1.9, 24, 4, -1, 1, -14
Cc1cccc([C@@H]2[C@@H]3C(=O)N(Cc4ccccc4)C(=O)[C@@H]3[C@]3(C)C(=O)N(c4ccc(C(F)(F)F)cc4)C(=O)N23)c1
    26, 1, 2.8, -1, -5, 0, 13*, -17
O=C(COC(=O)CSc1ccc2ccccc2c1)NC1CCCC1
    3, 1.1, 1.6, 0, -14, -3, -6, -25
Cc1ccc(S(=O)(=O)N2CCOCC2)cc1NC(=O)CSc1nnnn1C
    9, 1, -2.3, 11, 0, 1, 0, 3
O=C(CS(=O)CC(=O)Nc1ccc(Cl)cc1)NCC1OCCc2ccccc21 (stereo not drawn)
    -1, /, -0.1, 9, 8, -2, -1, /
Cc1ccc(C(=O)OC(C)C(=O)NC2CCCCC2C)cc1S(=O)(=O)N1CCOCC1 (stereo not drawn)
    -2, 1.1, -2.6, 1, -3, 0, 0, -14
CCOn1c(=O)c(-c2ccc(F)cc2)[n+]([O-])c2ccccc21
    -1, 1.1, -1.5, -58, -10, -5, 2, 3
Cc1noc(C)c1CSc1ncnc2ccccc12
    -23, 1, -1.4, -14, -3, -6, 1, -14
CSCCC(NC(=O)c1ccccc1)C(=O)N1CCN(C(=O)c2ccccc2)CC1 (stereo not drawn)
    0, 0.92, -1.0, 9, -4, 0, 0, 16
CCOC(=O)C1C(C(=O)OC)=C(c2ccc(F)cc2)c2ccccc2N1S(=O)(=O)C(F)(F)F (stereo not drawn)
    4, /, 2.0, 0, 2, 0, -3, /

Other compounds
Every second line gives: PfGluPho inh, hIAP act, MPTP block, SENP8 block, ATG4B inhibitor, SENP1 FRET inh, NR3A LBD binder, SENP6 block
CCOc1ncccc1C(=O)OCC(=O)Nc1ccc(C(C)C)cc1
    14, 0.9, -1.2, 12, -3, 1, 1, 20
CCN(CC)C(=O)C1=C(C)N(CCCOC)C(=O)C(CC(=O)NC2CCCC2)C1 (stereo not drawn)
    6, /, 0.1, 3, /, 2, /, /
CC(C)CN(C(=O)c1cc(=O)[nH]c2ccccc12)c1c(N)n(Cc2ccccc2)c(=O)[nH]c1=O
    -7, 1, -0.5, -23, -2, -7, 11*, 4
Cc1cccc(C(=O)O/N=C(/c2ccccc2)c2ccncc2)c1
    -3, 0.94, 0.1, 18, 35, 3, 1, -12
Cc1cc(N/N=C/c2cccc([N+](=O)[O-])c2)nc(-n2nc(C)cc2C)n1
    14, 0.99, 0.9, 10, -4, 0, -3, -22
Cc1cc(C)c(NC(=O)COC(=O)C2=COCCO2)c(Cl)c1
    -1, 1, 0.1, 1, 9, -2, -1, 2
CCCCP(=O)(CCCC)Cc1ccccc1O
    18, 1.2, -0.9, 34, -6, 2, 0, -1
CCc1ncc(CN2CCC(C(=O)Nc3ccc(-n4nc(C)cc4C)cc3)CC2)cn1
    -5, 0.92, -1.7, 2, 20, 1, -1, -6
COc1ccc(-c2noc(CCC(=O)N3CCN(c4cccc(C)c4)CC3)n2)cc1
    -3, /, 0.4, -4, 2, 0, -2, /

Among those listed so far, these have an aryl thioether with sulfur outside any ring.
Every second line gives: PfGluPho inh, hIAP act, MPTP block, SENP8 block, ATG4B inhibitor, SENP1 FRET inh, NR3A LBD binder, SENP6 block
Cc1cc(C)cc(NC(=O)CSc2nnc(-c3ccccc3)n2N)c1
    14, 0.97, 1.1, 10, -4, 0, 1, 15
O=C(CSc1nnc(-c2ccco2)o1)c1ccccc1Cl
    6, 1.1, 1.9, -2, 6, 0, -1, -7
Cc1noc(C)c1CSc1nc2ccccc2[nH]1
    8, 1.1, 0.6, 17, 4, 0, -8, -1
COc1ccc(-n2nnnc2SCC#CCO)cc1
    -7, 0.94, -0.4, 5, 1, 0, 0, 1
CSc1cccc(NC(=S)N2CCC(N(C)C3CCCCC3)CC2)c1
    2, 1.1, 1.5, 22, 0, 2, 0, 11
Cn1nc(-c2ccccc2)c(CO)c1Sc1ccccc1
    -10, 1.1, -1.7, 11, 4, 6, 1, -3
Cn1c(N)c(C(=O)CSc2nnc(C3CC3)n2-c2ccccc2)c(=O)[nH]c1=O
    -5, 1.2, -0.1, 9, 0, -4, 0, -6
O=C(COC(=O)CSc1ccc2ccccc2c1)NC1CCCC1
    3, 1.1, 1.6, 0, -14, -3, -6, -25
Cc1ccc(S(=O)(=O)N2CCOCC2)cc1NC(=O)CSc1nnnn1C
    9, 1, -2.3, 11, 0, 1, 0, 3
Cc1noc(C)c1CSc1ncnc2ccccc12
    -23, 1, -1.4, -14, -3, -6, 1, -14

Rows are unselected, and some 6.7% of all compounds hit somewhere here.
